# Compound activity (PubChem)
# FUS suppressor – qHTS for Suppressors of FUS Proteinopathy: Primary screen using FUS-linked yeast assay | AID 1347120, 2019 | 390,000 tested, 0.24% active | Potency, µM (series often up to 76.6 µM), inactives show at the top dose growth rescue (activation), most hits filed as activators | S. cerevisiae FUS-expressing, growth rescue, OD600, 24 h;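 also: potency is read from the fitted curve at half-maximal effect; plate controls were DMSO vehicle for no effect and reference control for full effect; nearly all actives have a fitted effect of over 55% in size; some results filed as inactive show a strong effect at the top dose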
#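 Yeast expressing FUS under galactose induction, OD 0.005 in 2% galactose medium; compounds in a dilution series, 24 h at 30C. Growth rescue by absorbance at 600 nm; CP55940 positive control, DMSO negative.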
# EPAC1 agonist – qHTS for Agonist of cAMP-regulated guanine nucleotide exchange factor 3 (EPAC1): primary screen; Rap guanine nucleotide exchange factor 3 (Homo sapiens), O95398; Potency, µM (top dose mostly 154 µM), inactives show at the top dose activation, most hits filed as activators; EPAC1 agonist qHTS, biochemical assay; response scale: 100% = response to 6.5 mM cAMP; AID 720707, 2013; 360,000 tested, 0.073% active; also: potency is read from the fitted curve at half-maximal effect; nearly all actives have a fitted effect of over 60% in size
#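 Nucleotide exchange by EPAC1 (100 nM) on Rap1B–BODIPY-GDP (250 nM) in the presence of 50 uM GDP is tracked fluorescently at 480/540 nm over 30 min. Signals are normalized to a 6.5 mM cAMP control.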
# PI5P4Ka inh – qHTS for Inhibitors of phosphatidylinositol 5-phosphate 4-kinase (PI5P4K); AID 652105, 2013; 330,000 tested, 1.2% active; PI5P4Kalpha enzyme, ADP-Glo luminescence, 60 min; stronger effect = lower value; max response, %; active = max response of -50% or lower; inconclusive = between -30% and -50%; inactive = -30% or higher; also: value at the top dose of about 77 µM; % is scaled to controls: 0 for no effect and ±100 for the full control effect
#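 Luminescence from ADP-Glo served as readout of PI5P4Kalpha activity in a qHTS format. Reaction: enzyme, substrate, compound, ATP at 5 microM final, 60 min at RT.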
# Abeta rescue – qHTS for compounds that reverse cellular toxicity of Amyloid beta (A-beta) peptide in yeast: Primary Screen; 410,000 tested, 0.063% active; Potency, µM (doses to about 46.1 µM), inactives show top-dose growth rescue, hits mostly activators; AID 1347071, 2019; yeast expressing A-beta42, growth rescue, OD600, 48 h; response scale: 0% DMSO, 100% iron-clioquinol control; also: potency is read from the fitted curve at half-maximal effect; nearly all actives have a fitted effect of over 55% in size
#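 Yeast A-beta toxicity model in growth medium with pinned compounds, 48 h at 30 C; growth read as absorbance at 600 nm. Normalized to FeCl3/clioquinol equimolar mix (positive) and DMSO (negative).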
# EPAC1 antag – qHTS for Antagonist of cAMP-regulated guanine nucleotide exchange factor 3 (EPAC1): primary screen. EPAC1 GEF assay, Rap1b-BODIPY-GDP exchange fluorescence. Potency, µM (series often up to 115 µM), for the others: at the highest dose activity change, negative = inhibition, actives largely listed as inhibitors. 360,000 tested, 0.14% active. AID 720709, 2013;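 also: potency is read from the fitted curve at half-maximal effect; plate controls were vehicle for no effect and positive control for full effect; nearly all actives have a fitted effect of over 50% in size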
# PLK1 PBD block – qHTS for Inhibitors of PLK1-PDB (polo-like kinase 1 - polo-box domain): Primary Screen; AID 720504, 2013; Plk1 PBD binding of FITC phosphopeptide, fluorescence polarization; 360,000 tested, 2.8% active; Serine/threonine-protein kinase PLK1 (Homo sapiens), P53350; Potency, µM, without a hit: max response, negative = inhibition, most hits filed as inhibitors; also: potency is read from the fitted curve at half-maximal effect; series mostly up to about 57 µM; % is scaled to controls: 0 for no effect and ±100 for the full control effect; nearly all actives have a fitted effect of over 65% in size
# IL2 activator – qHTS of IL-2 Activators; activation, % (series mostly up to about 46 µM); 360,000 tested, 0.065% active; IL-2 activation reporter assay, cell-based qHTS; stimulated with anti-CD3/CD4/CD28 beads; in transgenic mouse T cells; in the data active = activation above about 50%; inconclusive = mostly about 30% to 49%; also: 0% is about no effect
#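 EGFP and DsRed fluorescence is measured by plate cytometry in unstimulated transgenic mouse T cells exposed to compound for 60 minutes, then stimulated 18 hours at 37 degrees C with anti-CD3/anti-CD4 beads plus anti-CD28.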
# WRN inhibitor – qHTS for Inhibitors of WRN Helicase; WRN helicase unwinding, fluorescent forked duplex, kinetic; Potency, µM (series often up to 114 µM), inactives show at the highest dose activity change, negative = inhibition, most hits filed as inhibitors; 360,000 tested, 0.46% active; also: potency is read from the fitted curve at half-maximal effect; % is scaled to controls: 0 for no effect and ±100 for the full control effect; nearly all actives have a fitted effect of over 55% in size
# Target sequence (Q14191 whole entry, looked up): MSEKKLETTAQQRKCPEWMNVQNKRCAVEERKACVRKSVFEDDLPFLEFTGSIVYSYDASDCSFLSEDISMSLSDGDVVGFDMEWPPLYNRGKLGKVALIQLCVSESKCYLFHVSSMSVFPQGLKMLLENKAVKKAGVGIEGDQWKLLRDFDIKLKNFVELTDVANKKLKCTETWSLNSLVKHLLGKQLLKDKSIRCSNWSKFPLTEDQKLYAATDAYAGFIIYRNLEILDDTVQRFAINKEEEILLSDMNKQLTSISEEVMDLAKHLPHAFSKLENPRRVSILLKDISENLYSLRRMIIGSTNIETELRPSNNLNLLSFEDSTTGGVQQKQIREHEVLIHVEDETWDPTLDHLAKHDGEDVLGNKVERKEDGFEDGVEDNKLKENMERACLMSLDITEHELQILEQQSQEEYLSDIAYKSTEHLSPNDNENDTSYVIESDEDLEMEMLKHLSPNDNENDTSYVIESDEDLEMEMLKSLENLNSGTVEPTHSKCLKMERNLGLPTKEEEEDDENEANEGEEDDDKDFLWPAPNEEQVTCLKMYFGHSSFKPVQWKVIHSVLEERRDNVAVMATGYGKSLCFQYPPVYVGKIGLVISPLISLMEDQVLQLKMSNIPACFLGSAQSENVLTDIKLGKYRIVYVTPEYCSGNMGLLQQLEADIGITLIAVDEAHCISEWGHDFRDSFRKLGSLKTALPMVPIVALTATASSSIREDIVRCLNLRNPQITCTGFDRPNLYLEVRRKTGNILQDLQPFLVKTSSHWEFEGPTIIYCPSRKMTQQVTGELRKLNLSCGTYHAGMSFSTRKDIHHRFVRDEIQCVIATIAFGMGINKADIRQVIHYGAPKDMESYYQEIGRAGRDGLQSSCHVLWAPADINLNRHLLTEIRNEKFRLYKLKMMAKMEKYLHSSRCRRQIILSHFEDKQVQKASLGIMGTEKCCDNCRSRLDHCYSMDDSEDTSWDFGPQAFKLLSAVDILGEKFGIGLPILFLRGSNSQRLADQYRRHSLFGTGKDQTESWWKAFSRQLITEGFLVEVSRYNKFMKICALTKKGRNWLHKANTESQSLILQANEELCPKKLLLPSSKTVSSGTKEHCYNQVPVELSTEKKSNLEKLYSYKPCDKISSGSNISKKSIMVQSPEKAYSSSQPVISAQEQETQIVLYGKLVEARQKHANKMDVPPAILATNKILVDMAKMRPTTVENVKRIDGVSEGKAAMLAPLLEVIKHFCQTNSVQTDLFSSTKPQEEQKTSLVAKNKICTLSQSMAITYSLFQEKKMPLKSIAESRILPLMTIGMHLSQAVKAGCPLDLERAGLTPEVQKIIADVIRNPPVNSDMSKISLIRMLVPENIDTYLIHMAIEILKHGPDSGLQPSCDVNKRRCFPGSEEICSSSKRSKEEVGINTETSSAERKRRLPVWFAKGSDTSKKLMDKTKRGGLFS
#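 Fluorescence dequenching readout, ex 525 nm/em 598 nm, kinetic mode: forked duplex DNA (100 nM final) with adjacent fluorophore and quencher unwound by WRN (20 nM final) with 2 mM ATP. Compound preincubation 15 min, room temperature.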
# Numbers without * were called inactive; ? = inconclusive; . = no result given; [ ] = another dose, or the depositor's remark. Unless noted, calls follow the shape of the dose curve; as a rule, active = well fitted curve in the direction sought with a large enough effect; inconclusive = small, poorly fitted or top-dose-only effect, or another doubt; inactive = no such curve, though single readings can be large; an effect the other way counts as inactive or inconclusive. Compounds were not picked by outcome. About 4.1% of those tested had a hit in this group.
# Every second line gives: EPAC1 antag	EPAC1 agonist	PI5P4Ka inh	WRN inhibitor	PLK1 PBD block	IL2 activator	Abeta rescue	FUS suppressor
Cc1cc(=O)c(C(=O)O)cn1Nc1ccc(Cl)cc1
 : 13.2%	-2.6%	0.6	9.0%	-12.2%	0.7	10.0%	7.1%
COc1cc2c(cc1O)CC[C@@H]1[C@@H]2CC[C@]2(C)[C@@H](O)CC[C@@H]12
 : 0.2%	-19.6%	-7.7	-7.4%	-7.6%	-0.4	-36.6%	-19.6%
NNc1ccc2nnc(C(F)(F)C(F)(F)C(F)(F)F)n2n1
 : -9.5%	-13.7%	3.3	-1.8%	-10.6%	-0.3	4.6%	21.6%
O=C(NCCN1CCOCC1)c1ccccc1N1C(=O)[C@@H]2Cc3c([nH]c4ccccc34)C(c3ccc(F)cc3)N2C1=O (stereo partly drawn)
 : -5.2%	-19.4%	-4.2	1.0%	-3.2%	-0.2	-22.8%	29.2%
Cc1ccc(C)c(C(=O)COc2ccccc2[N+](=O)[O-])c1
 : -2.2%	17.5%	-1.3	-0.7%	-18.2%	0.1	-19.2%	.
CCCn1c(-c2cc(OC)c(OC)c(OC)c2)nc2c1c(=O)[nH]c(=O)n2Cc1ccccc1
 : -4.5%	-5.8%	5.4	-11.1%	7.2%	-0.7	-2.4%	-4.9%
Cc1nnc(SC(C)C(=O)NCC2CCCO2)s1 (stereo not drawn)
 : 5.0%	-8.1%	4.1	2.5%	-0.1%	-0.1	-7.3%	.
CC(=O)OC(C(=O)NC1CCCCC1)c1cccc(C)c1 (stereo not drawn)
 : 10.5%	-6.0%	-10.0	9.0%	-29.5%	-0.3	22.1%	-25.6%
CCOc1ccccc1OCCCC(=O)NNC(=O)c1ccc(F)cc1
 : -14.7%	-0.1%	0.1	-15.8%	-3.1%	0.4	-3.8%	4.6%
Cc1cccc(C(=O)NNS(=O)(=O)c2ccc(F)cc2)c1
 : -23.4%	-6.8%	-2.1	1.3%	-11.2%	0.6	-14.3%	1.2%
CC1=Nc2nc(N3CCCCCC3)c(C#N)c3c4c(nc(c23)N1)N(c1ccc2ccccc2c1)C(=O)C4
 : -17.5%	1.1%	?	-15.5%	-15.1%	0.3	-2.6%	29.2%
Cc1cc(C)c2nc3c(c(C(=O)O)c2c1)CCC3
 : 2.3%	7.2%	0.0	-18.6%[57.1 µM]	-23.9%	0.7	-5.6%	-30.2%
O=C(CSc1nnc(-c2ccccc2Br)o1)N1CCOCC1
 : -24.6%	6.8%	4.3	?	-12.9%	-0.9	-17.0%	-2.0%
CC(CC(=O)O)CC(=O)NNC(=O)c1cccc(Br)c1 (stereo not drawn)
 : 8.1%	11.5%	9.9	7.4%	-1.3%	-1.1	8.3%	9.7%
Cc1nc(N2CCCCC2)sc1C(=O)c1ccc(SCCO)c([N+](=O)[O-])c1
 : -22.9%	13.8%	-67.6*	-32.1%	8.44µM*	-7.5	-8.0%	37.3%
Cc1cc(/C=C(\C#N)C(=O)NCc2ccco2)c(C)n1C1CCCC1
 : -2.5%	6.9%	-14.3	-8.2%[11.6 µM]	1.5%	-1.5	2.5%	31.1%
CC1(C)CC(=O)C/C(=N/NC(=O)CCCOc2ccc(Cl)cc2Cl)C1
 : 0.0%	-4.5%	5.0	-9.9%	?	-0.2	12.5%	-16.2%
Cc1noc(C)c1CSCC(=O)N(C)CC(=O)Nc1ccc(F)c(F)c1F
 : -17.9%	-0.4%	3.0	-0.2%	-6.8%	-5.4	-1.0%	-13.3%
CCOc1ccc(NC(=O)CSc2nncc(=O)[nH]2)cc1
 : -8.5%	-13.7%	-1.5	-1.6%	-9.2%	1.9	3.8%	18.0%
N=P(N1CCOCC1)(N1CCOCC1)C12CC3CC(CC(C3)C1)C2
 : 5.7%	-3.1%	-5.7	12.7%	-0.6%	0.2	-6.9%	-2.6%

# 3 compounds from above, sorted by their value in IL2 activator, ascending.
compound	IL2 activator
CCCn1c(-c2cc(OC)c(OC)c(OC)c2)nc2c1c(=O)[nH]c(=O)n2Cc1ccccc1	-0.7
O=C(NCCN1CCOCC1)c1ccccc1N1C(=O)[C@@H]2Cc3c([nH]c4ccccc34)C(c3ccc(F)cc3)N2C1=O (stereo partly drawn)	-0.2
Cc1cc(=O)c(C(=O)O)cn1Nc1ccc(Cl)cc1	0.7

# (continued)
# Every second line gives: EPAC1 antag	EPAC1 agonist	PI5P4Ka inh	WRN inhibitor	PLK1 PBD block	IL2 activator	Abeta rescue	FUS suppressor
CN(CC1CCN(CCc2cccc(C(F)(F)F)c2)CC1)C(=O)c1ccccc1
 : 1.2%	2.0%	7.8	1.7%	-9.9%	-0.4	5.2%	-15.4%
CCn1nc(C)c(CN2CCc3c([nH]c4ccccc34)C2c2ccc(F)c(OC)c2)c1C (stereo not drawn)
 : 1.2%	4.2%	2.6	-5.1%	-4.8%	-3.8	-1.7%	11.5%
O=C(N(Cc1ccccc1)c1ccccn1)C12CC3CC(CC(C3)C1)C2
 : -7.7%	0.0%	3.8	-10.7%	4.8%	-0.3	-5.4%	34.3%
Cc1ccc(NC(=O)c2cc(NC(=O)/C=C\C(=O)O)ccc2N2CCCCC2)cc1
 : -7.6%	-2.2%	-69.0*	1.7%	?	-2.0	-10.1%	40.3%
Cn1c(SCC(=O)Nc2ccc3nc(SCC(=O)N4CCCC4)sc3c2)nnc1-c1ccccc1
 : -18.3%	-4.5%	-63.9*	?	?	0.3	7.0%	39.9%
CCN(CC)S(=O)(=O)c1ccc(NCc2ccccn2)nc1
 : -2.4%	2.2%	2.5	-3.2%[57.1 µM]	-1.1%	1.6	18.9%	6.4%
CCn1ncc(Br)c1C(=O)Nc1ccc(OC(F)(F)F)cc1
 : -20.0%	-6.3%	4.8	-3.4%	-10.4%	3.6	5.3%	-25.9%
CCn1c(CC(=O)Nc2cccc(Cl)c2Cl)nnc1SCCOc1ccc(OC)cc1
 : 4.7%	6.7%	.	-21.4%	-1.5%	3.8	9.6%	16.4%
O=S(=O)(c1ccc(Cl)cc1)N1CCCN(c2ccc(C(F)(F)F)cn2)CC1
 : 4.4%	2.1%	19.5	-12.0%	3.5%	0.4	-7.6%	4.5%
c1ccc(Cn2ncc3c(N4CCN(c5ccccc5)CC4)ncnc32)cc1
 : ?	13.8%	-0.3	-5.7%	-11.4%	-1.0	-13.7%	2.2%
CCOC(=O)c1c(NC(=O)CSc2ncn[nH]2)sc(C)c1C
 : -16.9%	-8.9%	.	-10.2%	-19.6%	-1.9	?	-32.5%
CCOC(=O)C1=C(COC(=O)c2cc(S(=O)(=O)N3CCOCC3)ccc2F)NC(=O)NC1C (stereo not drawn)
 : 6.2%	14.3%	-5.4	0.2%	-4.0%	-4.1	5.6%	.
CCOC(=O)C1=C(C)NC(=O)NC1c1ccc(C)o1 (stereo not drawn)
 : -7.2%	6.1%	-1.9	-20.1%[57.1 µM]	-12.6%	-0.6	-2.2%	-11.1%
N#C/C(=C/c1ccc(CNS(=O)(=O)c2ccccc2)o1)C(=O)NCc1ccccc1
 : -20.1%	3.7%	2.6	-4.0%	-3.2%	1.7	28.9%	5.0%
N#C/C(=C\c1c[nH]c2ccccc12)C(=O)NC1CC1
 : -2.3%	-1.8%	4.9	-17.2%	-4.1%	-0.6	-11.4%	11.7%
Cc1sc2c(c1C)C(O)=C(C(=O)Nc1ccccc1)S(=O)(=O)N2C
 : -11.8%	-2.7%	-23.9	-17.5%	?	-0.5	-56.5%[inhibitor]	30.8%
CS(=O)(=O)c1ccc(Cl)c(NC(=O)COC(=O)COc2ccc3c(c2)CCC3)c1
 : -22.3%	2.1%	0.3	-1.7%	-3.6%	0.8	-13.3%	13.4%
COc1ccccc1N(C(=O)NCc1ccccc1)C1=NCC(C)S1 (stereo not drawn)
 : 2.1%	4.7%	17.0	-3.0%	-7.2%	-1.3	-1.0%	24.6%
O=C(O)c1cc(=S)nc[nH]1
 : -23.4%	7.3%	-65.1*	-31.0%	?	0.3	-52.5%[inhibitor]	-9.3%
Clc1ccc(-c2nc3c4ccccc4ccn3c2Cc2ccsc2)cc1
 : -24.6%	15.0%	1.4	-5.6%	-7.0%	0.4	-19.6%	9.8%
CCN(CC)S(=O)(=O)c1ccc(N/N=C(\C)c2ccncc2)c([N+](=O)[O-])c1
 : 13.2%	9.3%	-0.1	12.7%	-0.1%	-0.3	1.3%	-2.1%
Nc1nc(-c2cccnc2)nn1C(=O)CCc1ccccc1
 : 9.8%	-8.7%	-0.8	-3.2%	-1.5%	-0.7	0.8%	14.8%
COc1ccc(CN2C[C@H](Cc3ccccc3)[C@@H](CC(=O)Nc3ccccc3)C2=O)cc1
 : -10.8%	9.7%	-4.3	-6.1%	-1.3%	-0.4	14.5%	?
Cc1cccc(NC(=O)CSC(N)=O)c1C
 : 5.1%	5.4%	3.6	-19.4%	-17.1%	-0.5	0.0%	-6.5%
COc1ccc2c(c1)c1c(n2C(C)=O)C(OC(C)=O)=NCC1
 : 20.7%	-4.5%	.	-14.3%	-2.9%	-2.3	-19.3%	-3.1%
CCO[C@H]1OC(C(=O)Nc2ccccc2)=C[C@@H](c2csc3ccccc23)[C@@H]1CCCO
 : -23.0%	1.3%	28.8	-3.0%	2.1%	-0.5	8.1%	31.8%
CCN(CC)C(=O)OCc1c(-c2ccccc2)ncc2ccccc12
 : -0.4%	-15.9%	-6.5	4.1%	-7.8%	-0.2	-15.1%	-6.7%
Cc1cccc[n+]1CCCCCCCCCC[n+]1ccccc1C
 : 9.6%	1.2%	-1.6	-5.9%	4.5%	-0.1	2.9%	-27.4%
COc1ccc(-n2c(SC)nc(O)c(Cc3ccccc3)c2=O)cc1
 : 1.1%	8.6%	.	-5.0%	-23.0%	1.1	-3.9%	22.9%
CC(C)NC(=O)c1c(O)c2ccccc2[nH]c1=O
 : -5.6%	8.6%	.	-6.1%	1.2%	-0.7	-16.3%	12.6%
